Screening results from PubChem BioAssay.
GALK inh – galactokinase (human) inhibition; P51570; Purified GALK, Kinase-Glo residual ATP luminescence; Potency, µM (top dose mostly 57.5 µM), for the others: at the top dose activity change, negative = inhibition, usual class: inhibitors; hit rate 0.007% among 270,000; AID 1868; note: potency is the fitted concentration of half-maximal effect; % is set by controls: 0 for no effect and ±100 for the full control effect
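Quantitative HTS: GALK 5 nM, ATP 35 uM, galactose 100 uM, 1 h room temperature, then luciferase-based ATP detection.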
A-T KAP1 phos – potential ataxia-telangiectasia treatments restoring KAP-1 phosphorylation; hit rate 0.19% among 320,000; Potency, µM (top dose mostly 57.5 µM), inactives show top-dose activation, usual class: activators; AID 485349; […] A-T fibroblasts, KAP-1 phosphorylation AlphaLISA; neocarzinostatin DNA damage 30 min before lysis; note: potency is the fitted concentration of half-maximal effect; % of control where 0% means no effect; nearly all actives have a fitted effect of over 45% in size
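hTERT-immortalized A-T patient fibroblasts ([…]), 500 cells/well in OPTI-MEM, 1% FBS, got compounds for 60 min, then NCS for 30 min at 37C. Lysates were then assayed for phospho-KAP-1 by AlphaLISA (anti-pKAP1 donor, anti-KAP1 acceptor beads), 6 hr at 25C.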
MBNL1-CUG inh – inhibitors of human MBNL1 binding to CUG repeat RNA | Q9NR56 | TR-FRET MBNL1-His/biotin-(CUG)12 binding, 665/545 ratio | Potency, µM (highest dose often 57.5 µM), for inactives: top-dose activity change, negative = inhibition, most hits filed as inhibitors | hit rate 0.036% among 280,000 | AID 2675; active = well fitted inhibition curve with a large enough effect in the signal ratio, with a control signal flat, not every such curve was filed as active; inconclusive = small, poorly fitted or top-dose-only effect, or effect the other way, or a change in a side signal; inactive = no such curve, though single readings can be large or run the other way; the % refers to the signal ratio; note: potency is the fitted concentration of half-maximal effect; % is set by controls: 0 for no effect and ±100 for the full control effect
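Inhibition of protein-RNA binding appears as loss of TR-FRET between terbium anti-His antibody on MBNL1-His and streptavidin-XL665 on biotin-(CUG)12. Activity is normalized to buffer-only and uninhibited-complex controls.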
Coupling enz – counter-screen for Giardia aldolase inhibitors: coupling enzyme system | activity change, negative = inhibition, % at 58.2 µM, hits read low | coupling enzyme system counterscreen, AmpLite Red fluorescence | hit rate 0.67% among 290,000; in the data active = activity change below about -30%; note: % is set by controls: 0 for no effect and ±100 for the full control effect
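Final compound at 57.5 uM, incubated 10 min at RT with coupling enzyme reagent (glyceraldehyde-3-phosphate), then 20 min with substrate and AmpLite Red detection. Fluorescence read at 525/598 nm; tests interference with the coupling assay, not aldolase inhibition.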
MLL CXXC-DNA inh – blocks binding of human MLL CXXC domain to DNA | Q03164 | MLL-CXXC / FITC-HOXA9 DNA fluorescence polarization | Potency, µM (doses to about 115 µM), without a hit: top-dose activity change, negative = inhibition, most hits filed as inhibitors | hit rate 0.037% among 290,000; active = well fitted inhibition curve with a large enough effect in the polarisation, with a control signal flat, not every such curve was filed as active; inconclusive = small, poorly fitted or top-dose-only effect, or effect the other way, or a change in a side signal; inactive = no such curve, though single readings can be large or run the other way; the % refers to the polarisation; note: potency is the fitted concentration of half-maximal effect
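Steps: dispense CXXC domain solution (7 uM) → pin compounds or unlabeled HOX-A9 DNA control → 5 min ambient → add FLSN-HOX-A9 solution (50 nM) → spin → 30 min ambient → fluorescence polarization. Tris pH 7.5/NaCl/DTT/BSA buffer.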
ASM inhibitor – inhibitors of human secretory acid sphingomyelinase; P17405; placental ASM, HMU-PC fluorogenic substrate, 60 min; Potency, µM (doses to about 57.5 µM), for the others: top-dose activity change, negative = inhibition, usual class: inhibitors; hit rate 0.006% among 340,000; note: potency is the fitted concentration of half-maximal effect
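Fluorogenic HMU-PC substrate (9 uM final) is turned over by placental ASM in 60 min at 37 C after a 10 min compound preincubation. Reaction ended by alkaline stop (pH 10), with fluorescence read at 386/447 nm.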
KCNH2 3.1 inh – KCNH2 3.1 (human) potassium channel inhibition. AID 720553. U2OS KCNH2 3.1, thallium flux FluxOr; hits give low values. activity change, % (tested at about 1.8 µM). hit rate 0.95% among 340,000;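 active = maximum activity change below -70%; inconclusive = maximum activity change from -70% to -50%; inactive = maximum activity change above -50%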;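 note: thallium influx rate constant from kinetic fluorescence after stimulation buffer; % is set by controls: 0 for no effect and ±100 for the full control effect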
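Virally transduced U2OS (3.1 isoform, 4 h infection in dark at RT) → overnight 37 C → FluxOr + Red40 in HBSS/HEPES, 45 min → stimulation buffer, 2 min kinetic read → rate constant vs DMSO controls.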
a7 integrin act – activates integrin-mediated alleviation for muscular dystrophy; alpha7betagal myoblasts, beta-gal FDG fluorescence, 48 h; Potency, µM (doses to about 38.3 µM), for inactives: at the highest dose activation, most hits filed as activators; hit rate 0.064% among 350,000;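 note: potency is the fitted concentration of half-maximal effect; 100% = response of the positive control SU9516; nearly all actives have a fitted effect of over 60% in size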
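Alpha7betagal+/- myoblasts (passage 13) were plated 16-24 hr, then exposed to compounds (1:260 dilution of DMSO stock) for 48 hours at 37C. After MPER lysis, β-galactosidase reporter activity was read as FDG fluorescence (ex 480/em 540) after 30 minutes.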
KCNH2 WT inh – inhibitors of human wildtype KCNH2 potassium channel; U2OS, BacMam KCNH2, thallium flux FluxOr; hits give low values; activity change, % at 1.84 µM; hit rate 0.37% among 340,000; AID 720551;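 active = maximum activity change below -70%; inconclusive = maximum activity change between -70% and -50%; inactive = maximum activity change above -50%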; note: % is set by controls: 0 for no effect and ±100 for the full control effect
Target sequence (Q12809 whole entry, looked up): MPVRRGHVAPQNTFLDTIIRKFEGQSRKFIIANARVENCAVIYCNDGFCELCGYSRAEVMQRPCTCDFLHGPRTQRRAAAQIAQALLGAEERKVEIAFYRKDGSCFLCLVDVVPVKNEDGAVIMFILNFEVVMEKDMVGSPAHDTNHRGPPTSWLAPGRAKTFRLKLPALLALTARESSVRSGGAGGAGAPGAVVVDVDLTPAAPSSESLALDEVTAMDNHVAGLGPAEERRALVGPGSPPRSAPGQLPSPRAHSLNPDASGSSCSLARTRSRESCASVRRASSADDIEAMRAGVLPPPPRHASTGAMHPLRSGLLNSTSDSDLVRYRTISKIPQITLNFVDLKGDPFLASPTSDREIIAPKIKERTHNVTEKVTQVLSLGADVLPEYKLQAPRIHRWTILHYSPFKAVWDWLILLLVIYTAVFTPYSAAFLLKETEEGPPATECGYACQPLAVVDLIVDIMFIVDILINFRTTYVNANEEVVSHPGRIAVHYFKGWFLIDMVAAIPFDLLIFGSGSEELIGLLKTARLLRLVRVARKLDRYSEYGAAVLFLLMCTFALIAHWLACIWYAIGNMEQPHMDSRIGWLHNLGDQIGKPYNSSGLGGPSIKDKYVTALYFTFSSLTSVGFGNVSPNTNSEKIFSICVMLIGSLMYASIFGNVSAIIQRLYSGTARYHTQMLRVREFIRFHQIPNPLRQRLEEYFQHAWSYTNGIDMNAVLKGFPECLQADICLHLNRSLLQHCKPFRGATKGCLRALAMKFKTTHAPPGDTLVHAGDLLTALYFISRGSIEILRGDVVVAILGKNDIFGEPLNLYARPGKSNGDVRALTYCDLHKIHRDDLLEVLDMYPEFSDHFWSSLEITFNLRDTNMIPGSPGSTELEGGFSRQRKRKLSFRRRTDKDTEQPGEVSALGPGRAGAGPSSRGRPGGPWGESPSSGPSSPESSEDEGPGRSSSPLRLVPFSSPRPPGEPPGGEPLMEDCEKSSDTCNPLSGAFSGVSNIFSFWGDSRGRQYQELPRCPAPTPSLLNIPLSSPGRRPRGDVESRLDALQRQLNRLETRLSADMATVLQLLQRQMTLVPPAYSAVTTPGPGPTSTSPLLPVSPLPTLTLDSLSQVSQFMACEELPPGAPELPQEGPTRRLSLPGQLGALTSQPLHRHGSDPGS
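U2OS cells transduced with wild-type KCNH2 virus are loaded with FluxOr dye for 45 min, and thallium flux is measured in kinetic reads before and after stimulation buffer. Rate constants are normalized to DMSO controls.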
TRPV1 agonist – agonists of human vanilloid receptor 1 (TRPV1); Q8NER1; TRPV1-expressing cells, Fluo-8 calcium influx, agonist mode; activation, % at 8.33 µM; hit rate 0.19% among 320,000; in the data active = activation above about 80%; inconclusive = between about 30% and that limit; note: 0% is about no effect
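Fluo-8 calcium influx in TRPV1-expressing cells, kinetic read (ex 480/em 520 nm). Compound added and read 3 min for agonist activity, followed by capsaicin at EC20 final and 2 min further read for enhancement.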
Numbers without * were called inactive; ? = inconclusive; / = not tested or not shown; [ ] = remark or other dose. Unless noted, calls come from the whole dose curve; as a rule, active = well fitted curve in the direction sought with a large enough effect; inconclusive = small, poorly fitted or top-dose-only effect, or another doubt; inactive = no such curve, though single readings can be large; an effect the other way counts as inactive or inconclusive.

cpd	compound	GALK inh	A-T KAP1 phos	MBNL1-CUG inh	Coupling enz	MLL CXXC-DNA inh	ASM inhibitor	KCNH2 3.1 inh	a7 integrin act	KCNH2 WT inh	TRPV1 agonist
1	COc1ccccc1Oc1coc2c(CN(C)C)c(O)ccc2c1=O	1%	0%	1%	-1	-2%	212%[activator]	-2	26%	-4	4
2	COc1ccc(NC(=O)NNC(=O)COc2ccc3ccccc3c2)cc1OC	3%	9%	-5%	0	-3%	/	9	6%	-1	-1
3	O=C(c1ccccn1)c1ncc(C(F)(F)F)cc1Cl	-3%	3%	2%	-2	-23%	-4%	-2	7%	-9	1
4	CC(=O)c1cccc(OCc2cc(C(=O)N3CCC(N4CCCCC4)CC3)no2)c1	8%	2%	-19%	/	-1%	-1%	-3	-18%	-5	-1
5	CCn1c(COC(=O)CNC(=O)c2ccccc2)nc2cc(S(=O)(=O)N(C)C)ccc21	/	-4%	/	/	/	5%	2	4%	-5	1
6	Cn1c(=O)c(S(=O)(=O)C(C)(C)C)c(O)c2ccccc21	0%	2%	-1%	0	0%	5%	-20	-11%	12	-1
7	CN1CCN(C(=O)c2cc3c(s2)-c2ccccc2S(=O)(=O)C3)CC1	-4%	-14%	?	1	-2%	4%	-1	-2%	17	1
8	CCCCNC(=O)C(=O)NCc1ccncc1	3%	3%	3%	-2	-2%	3%	-28	22%	-7	-2
9	CC(=O)c1cccc(NC(=O)Cn2cnc(S(=O)(=O)N3CCC(C)CC3)c2)c1	8%	5%	4%	/	-3%	0%	1	-4%	-6	-2
10	Cc1cccc(N2Cc3ccc(Br)cc3C2)c1	/	/	/	/	/	5%	16	-9%	-2	/
11	CCc1c(C(=O)N/N=C/c2cn[nH]c2-c2ccc(F)cc2)csc1C	/	-3%	-3%[11.5 µM]	0	24%	3%	-16	-8%	11	6
12	CC(c1ccncn1)N(C)Cc1nc(Cc2ccccc2F)no1 (configuration not stated)	1%	2%	4%	-2	-11%	11%	18	-18%	-1	0
13	NC(=O)c1nsc(C(=O)N(Cc2ccco2)C(C(=O)NCC2CCCO2)c2ccc(O)cc2)c1N (configuration not stated)	8%	-10%	?	1	0%	12%[11.5 µM]	-8	-20%	0	2
14	COc1ccccc1CCNC(=O)c1cccc(S(=O)(=O)NCc2ccccc2)c1	/	-4%	/	/	/	/	-3	-3%	1	0
15	O=C(CCS(=O)(=O)c1ccc(Br)cc1)NCCc1ccc(Cl)cc1	-1%	7%	-5%	1	?	-5%	16	19%	-3	12
16	CCOC(=O)N1CCN(CC(O)COc2ccccc2C(C)(C)C)CC1 (configuration not stated)	3%	3%	/	-1	-2%	4%	5	-21%	-7	9
17	Nc1nc(NCC2CCCO2)nc(Nc2cccc(Cl)c2)c1[N+](=O)[O-] (configuration not stated)	-2%	-1%	/	2	6%	-1%	0	-20%	-1	5
18	Cc1cccc(-c2noc(CNC(=O)COc3ccccc3C)n2)c1	-1%	3%	2%	/	13%	-5%	-24	?	-5	1
19	CCc1ccc(NS(=O)(=O)c2c(C)noc2C)cc1	3%	1%	-5%	-1	1%	0%	54	14%	-2	0
20	Cc1ccc(S(=O)(=O)NC2CCSC2=O)cc1C (configuration not stated)	/	-3%	/	/	/	1%	1	1%	-21	1
21	CCC(=O)Nc1ccc(C(=O)NNC(=O)c2ccc(Cl)cc2)cc1	3%	3%	-4%	2	-1%	2%	16	6%	5	-4
22	COc1cccc(COc2ccc(N(C)S(=O)(=O)c3ccccc3)cc2)c1	5%	-5%	-7%	-2	5%	-2%	-3	12%	-4	1
23	CC(C(=O)N1CCN(c2ccc(Cl)cc2)CC1)c1ncc(C(F)(F)F)cc1Cl (configuration not stated)	0%	18%	-5%	0	-12%	-5%	4	-37%	3	1
24	Cc1ccc(S(=O)(=O)N(C)c2ccc(C(=O)NCC(c3cccs3)N3CCOCC3)cc2)cc1 (configuration not stated)	5%	0%	-5%	/	-3%	2%	2	12%	-6	0
25	CS(=O)(=O)N(CC(=O)Nc1ccc(F)c(F)c1)c1cccc([N+](=O)[O-])c1	-2%	3%	11%	-1	4%	-1%	-7	-13%	0	-1
26	CCCCc1ccc(S(N)(=O)=O)cc1	4%	1%	0%	3	3%	2%	-5	24%	5	-2
27	COc1ccc(/C=N/NC(=O)c2nnn(-c3nonc3N)c2CN(C)c2ccccc2)cc1	5%	1%	4%	-3	-2%	-22%	1	0%	-8	4
28	CC(C)N(Cc1ccccc1)C(=O)CN1C(=O)NC2(CCCCCC2)C1=O	/	-5%	/	/	/	1%	-10	1%	11	0
29	CC(Sc1nnc(C2CC2)n1C1CC1)C(=O)Nc1ccc(C(N)=O)cc1 (configuration not stated)	/	-2%	/	/	/	0%	10	-1%	6	-2
30	Fc1ccc2c(c1)C(c1ccncc1)=NNC(c1ccc(Br)cc1)=N2	1%	-5%	/	-1	10%	-1%	2	2%	-3	-1

cpd	compound	GALK inh	A-T KAP1 phos	MBNL1-CUG inh	Coupling enz	MLL CXXC-DNA inh	ASM inhibitor	KCNH2 3.1 inh	a7 integrin act	KCNH2 WT inh	TRPV1 agonist
31	Cc1nnsc1SCCNC(=O)Nc1ccc(Cl)cc1	0%	1%	-3%	0	-5%	-5%	9	-24%	/	?
32	O=C(N/C(=C/c1ccc(Br)cc1)C(=O)N1CCCC1=O)c1ccco1	-2%	9%	2%	-3	-12%	1%	-6	0%	10	-2
33	COC(=O)c1cn(NC(=O)c2ccc([N+](=O)[O-])cc2Cl)c(=O)c2ccccc12	5%	-12%	3%	4	0%	1%	-2	?	-8	0
34	CC1CCCN(C(=O)CCCNC(=O)c2ccc(Cl)cc2)C1 (configuration not stated)	/	/	/	/	/	5%	-16	-3%	28	/
35	COc1ccc(/C=C/C(=O)c2ccc3c4c(cccc24)CC3)cc1	1%	2%	20%	-4	7%	2%	/	-4%	25	4
36	Cc1cccc(C)c1OCC(=O)N/N=C/C=C/c1ccco1	0%	2%	9%	1	-1%	7%	-7	0%	4	0
37	Cc1ccn2c(NC(=O)c3ccccc3)c(-c3cccs3)nc2c1	-1%	-4%	-10%	4	17%	-1%	-4	19%	17	14
38	Cc1cc(C)c[n+](CC(=O)c2c(C)cc(C)c([N+](=O)[O-])c2C)c1	0%	-2%	-1%	1	0%	-2%	-6	5%	-2	2
39	CCCN1CCN(CC(=O)Nc2nc3ccccc3s2)CC1	0%	7%	-1%	-1	3%	0%	-9	11%	17	0
40	CCOc1ccc(NC(=O)Cn2nnc(C(=O)NCCc3ccc(OC)c(OC)c3)c2N)cc1	0%	0%	-8%	1	6%	0%	2	-39%	-3	3
41	CCc1ccccc1NC(=S)N1CCCCCC1	-2%	7%	-1%	/	?	3%	4	11%	13	0
42	CCN(C(=O)CSc1ncn[nH]1)c1cccc2ccccc12	2%	20%	-16%	-17	-8%	1%	22	7%	4	-3
43	O=C(Nc1ccccn1)c1ccc(S(=O)(=O)N2CCCCCC2)cc1	/	0%	/	/	/	/	-1	21%	1	?
44	CC(=O)N1c2ccc(F)c(F)c2C[C@H]1C	/	-14%	/	/	/	-1%	24	10%	9	-6
45	Cc1ccc2oc(=O)c3cnn(CC(=O)N4CCCc5ccccc54)c3c2c1	1%	9%	-27%	4	0%	-3%	-12	13%	0	-3
46	COc1ccc(/C=C/C(=O)NC(=S)N2CCN(c3ccccn3)CC2)cc1	-1%	0%	3%	-1	15%	-10%	26	0%	0	17
47	CC1(C)CC(=O)c2sc(NS(=O)(=O)c3ccccc3)nc2C1	3%	4%	7%	5	16%	10%	?	-8%	-1	-1
48	COc1ccc(C(=O)/C=C/c2ccc3c(c2)OCCO3)cc1	3%	-4%	5%	0	1%	101%[activator]	-7	-10%	-1	15
49	COC(=O)n1c(=O)oc2cc(S(=O)(=O)N3CCCCC3)ccc21	5%	0%	4%	5	21%	-1%	-4	-13%[7.66 µM]	-22	-2
50	CCCCNC(=S)Nc1ccc2cn[nH]c2c1	-1%	-3%	-11%	-1	4%	2%	-1	4%	-4	22
51	CSc1nnc(-c2cnccn2)n1Cc1ccccc1	0%	3%	-3%	3	2%	0%	/	-4%[7.66 µM]	-24	0
52	Cn1ccc(C(=O)OCC(=O)c2ccccc2)n1	4%	2%	3%	-3	6%	3%	8	10%	1	-1
53	O=C(/C=C/c1ccc2ccccc2n1)c1cc(Br)ccc1O	-3%	8%	/	-4	4%	-2%	6	4%	2	/
54	COc1ccccc1CCNC(=O)CSc1ccc(-c2ccco2)nn1	1%	2%	4%	-23	7%	-1%	-1	4%	0	2
55	CCOC(=O)c1sc(NC(=O)Nc2cccc(Cl)c2)cc1C	-4%	-2%	-10%	-2	-5%	0%	0	-60%[inhibitor]	7	8
56	CC(C)(C)OC(=O)C(C)(C)Sc1nnc(N)s1	2%	10%	-3%	0	1%	4%	-2	11%	3	-2
57	Cc1[nH]c(=O)c(S(=O)(=O)c2ccccc2)c(C)c1Cl	/	15%	-6%	3	-20%	1%	5	18%	-5	-1
